CXXC DNA block – qHTS Fluorescence Polarization Assay for Inhibitors of MLL CXXC domain - DNA interaction | Histone-lysine N-methyltransferase 2A (Homo sapiens), Q03164 | MLL-CXXC / FITC-HOXA9 DNA fluorescence polarization | Potency, µM (doses to about 115 µM), for the others: top-dose activity change, negative = inhibition, usual class: inhibitors | hit rate 0.037% among 290,000 | AID 2662, 2010; active means well fitted inhibition curve with a large enough effect in the polarisation, with a control signal flat, not every such curve was filed as active; inconclusive means small, poorly fitted or top-dose-only effect, or effect the other way, or a change in a side signal; inactive means no such curve, though single readings can be large or run the other way; the % refers to the polarisation; further: potency means the concentration at half of the fitted maximal effect
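Steps: dispense CXXC domain solution (7 uM) → pin compounds or unlabeled HOX-A9 DNA control → 5 min ambient → add FLSN-HOX-A9 solution (50 nM) → spin → 30 min ambient → fluorescence polarization. Tris pH 7.5/NaCl/DTT/BSA buffer.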
B2AR arrestin – qHTS assay of beta-arrestin-biased ligands of beta2-adrenergic receptor. Beta-2 adrenergic receptor (Homo sapiens), P07550. beta-arrestin recruitment to beta2AR, cell-based reporter. Potency, µM (highest dose often 46.1 µM), without a hit: at the top dose activation, most hits filed as activators. hit rate 0.02% among 330,000;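 further: potency means the concentration at half of the fitted maximal effect; 0% = DMSO controls and full agonism = EC100 isoproterenol or metaproterenol; nearly all actives have a fitted effect of over 65% in size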
AT treatment – qHTS Assay for Identifying a Potential Treatment of Ataxia-Telangiectasia; […] A-T fibroblasts, KAP-1 phosphorylation AlphaLISA; neocarzinostatin DNA damage 30 min before lysis; Potency, µM (series often up to 57.5 µM), inactives show at the highest dose activation, most hits filed as activators; hit rate 0.19% among 320,000; further: potency means the concentration at half of the fitted maximal effect; % of control where 0% means no effect; nearly all actives have a fitted effect of over 45% in size
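ATM-like activity read as KAP-1 phosphorylation via AlphaLISA donor/acceptor antibody pairs after lysis and 6 hr at 25C. Cells were ATM-null patient fibroblasts ([…], hTERT), dosed 60 min, then exposed to the DSB inducer NCS for 30 min.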
p53 reactivator – qHTS assay for re-activators of p53 using a Luc reporter; H1299 p53-A138V BP100-luciferase reporter, luminescence, 24 h; hit rate 0.063% among 320,000; Potency, µM (top dose mostly 92.2 µM), inactives show at the highest dose activity change, positive = activation, most hits filed as activators; further: potency means the concentration at half of the fitted maximal effect; % of control where 0% means no effect; nearly all actives have a fitted effect of over 45% in size
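p53-null H1299 cells stably carrying temperature-sensitive p53-A138V and a BP100-luciferase reporter were pinned with compounds (4-point, 1:5 series) and held 24 hrs at 37 deg C. Luminescence was read 10 min after detection reagent.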
ELG1 DNA repair – qHTS screen for small molecules that inhibit ELG1-dependent DNA repair in human embryonic kidney (HEK293T) cells expressing luciferase-tagged ELG1; HEK293T ELG1-luciferase reporter, luminescence, 16 h; DNA damage induced by 5-fluorouridine; Potency, µM (series often up to 46.1 µM), without a hit: at the top dose activity change, negative = inhibition, most hits filed as inhibitors; hit rate 2.3% among 330,000; further: potency means the concentration at half of the fitted maximal effect; on the % scale 0 is the no-effect control and ±100 the full control effect; nearly all actives have a fitted effect of over 55% in size
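DMSO vehicle served as the neutral condition. Each well held 2,000 cells given 5-fluorouridine plus compound; after 16 hr at 37 °C/5% CO2, ONE-Glo was added and luciferase measured 30 min later.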
TSG101-PTAP inh – qHTS Assay for Iinhibitors of HIV-1 Budding by Blocking the Interaction of PTAP/TSG101; Fluorescence polarization, FITC-PTAP peptide / Tsg101 binding; Potency, µM (series often up to 115 µM), for the others: at the highest dose activity change, negative = inhibition, hits mostly inhibitors; 340,000 tested, under 10 active; active means well fitted inhibition curve with a large enough effect in the main read-out, with a control signal flat, not every such curve was filed as active; inconclusive means small, poorly fitted or top-dose-only effect, or effect the other way, or a change in a side signal; inactive means no such curve, though single readings can be large or run the other way; further: potency means the concentration at half of the fitted maximal effect; % of control where 0% means no effect
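FP read-out: FITC-PTAP peptide, 50 nM final, binding Tsg101 binding domain, 10 uM final; 20 min, r.t.; 10 mM HEPES pH 7.5, 0.15 M NaCl, 0.01% Tween 20, 3 mM EDTA, 0.1 mM TCEP.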
a7 integrin act – qHTS for Activators of Integrin-Mediated Alleviation for Muscular Dystrophy; alpha7betagal myoblasts, beta-gal FDG fluorescence, 48 h; hit rate 0.064% among 350,000; Potency, µM (doses to about 38.3 µM), for the others: at the top dose activation, hits mostly activators;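 further: potency means the concentration at half of the fitted maximal effect; 100% = response of the positive control SU9516; nearly all actives have a fitted effect of over 60% in size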
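alpha7betagal+/- myoblasts (passage 13, 250/well) treated 48 h at 37C with compounds at 1:260 dilution of DMSO stock. Lysed, then beta-galactosidase activity read as FDG fluorescence (ex 480/em 540) after 30 min, with pre-read for autofluorescence.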
BRCA1 expr act – qHTS Assay to Identify Small Molecule Activators of BRCA1 Expression; MCF7-BRCA1-FFLuc reporter, luminescence, 48 h; response scale: scaled: vehicle 0%, 10 µM genistein 100%; Potency, µM (titrated, usually from 46.1 µM), inactives show at the highest dose activation, usual class: activators; hit rate 1.1% among 380,000; further: potency means the concentration at half of the fitted maximal effect; nearly all actives have a fitted effect of over 80% in size; some results filed as inactive show a strong effect at the top dose
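Luminescence from a BRCA1-driven firefly luciferase in MCF7 cells was the read-out, taken 15 min after substrate addition following 48 h compound exposure at 37 °C. Data were normalized to a 10 microM genistein control and DMSO vehicle.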
TCR activator – Activators of T cell receptors: qHTS campaign | primary human leukocytes, anti-CD3, IL-2 HTRF, 48 h | Potency, µM (doses to about 9.22 µM), for inactives: at the highest dose activation of IL-2 secretion, most hits filed as activators | 330,000 tested, under 10 active | AID 504894, 2011; further: % of control where 0% means no effect
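Compounds are tested in HTS on primary human leukocytes co-incubated with a-CD3 beads for 48 hr. IL-2 output is measured by time-resolved FRET.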
TRPV1 agonist – HTS Assay for Compounds that Act as Agonists of the Vanilloid Receptor 1; activation, % at 8.33 µM; hit rate 0.19% among 320,000; TRPV1-expressing cells, Fluo-8 calcium influx, agonist mode; AID 540275, 2011; in the data active means activation above about 80%; inconclusive means between about 30% and that limit; further: 0% is about no effect
Target sequence (Q8NER1 whole entry, looked up): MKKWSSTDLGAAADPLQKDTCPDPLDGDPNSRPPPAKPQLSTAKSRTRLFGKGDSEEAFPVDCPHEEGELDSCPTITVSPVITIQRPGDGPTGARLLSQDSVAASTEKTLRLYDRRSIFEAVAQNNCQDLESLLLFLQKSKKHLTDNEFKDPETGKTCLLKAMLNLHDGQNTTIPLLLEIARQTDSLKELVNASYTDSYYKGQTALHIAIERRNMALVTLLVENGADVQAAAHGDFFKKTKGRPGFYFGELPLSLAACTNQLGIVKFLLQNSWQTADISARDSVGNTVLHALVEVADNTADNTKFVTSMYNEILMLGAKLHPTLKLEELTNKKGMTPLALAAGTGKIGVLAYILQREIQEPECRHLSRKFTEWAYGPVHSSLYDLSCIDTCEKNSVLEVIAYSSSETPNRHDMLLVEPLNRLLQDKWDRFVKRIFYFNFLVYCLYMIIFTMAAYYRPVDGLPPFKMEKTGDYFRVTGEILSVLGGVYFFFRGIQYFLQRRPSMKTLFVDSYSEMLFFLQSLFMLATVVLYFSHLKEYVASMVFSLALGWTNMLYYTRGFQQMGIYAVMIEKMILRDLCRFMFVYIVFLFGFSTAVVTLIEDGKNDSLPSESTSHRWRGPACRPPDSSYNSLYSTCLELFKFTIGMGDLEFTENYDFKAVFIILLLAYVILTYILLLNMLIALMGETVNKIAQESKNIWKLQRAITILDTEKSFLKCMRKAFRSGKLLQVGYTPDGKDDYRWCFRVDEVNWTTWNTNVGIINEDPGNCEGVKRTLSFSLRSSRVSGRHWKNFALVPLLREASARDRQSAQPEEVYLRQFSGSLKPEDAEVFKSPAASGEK
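TRPV1-expressing cells were cultured overnight at 35.5C and loaded with Fluo-8 calcium dye for 40 to 90 min at room temperature. After a 10 s baseline, compound was added and calcium influx was read kinetically for 3 min (ex 480/em 520 nm).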
* marks the source's active call; other numbers are inactive results; ? = inconclusive; nt = not tested or not shown; & = joins results of further samples; [ ] = dose if it differs, or a comment. Unless noted, the call rests on the fitted dose curve; in most records, active means well fitted curve in the direction sought with a large enough effect; inconclusive means small, poorly fitted or top-dose-only effect, or another doubt; inactive means no such curve, though single readings can be large; an effect the other way counts as inactive or inconclusive.

Each structure is followed by: CXXC DNA block, B2AR arrestin, AT treatment, p53 reactivator, ELG1 DNA repair, TSG101-PTAP inh, a7 integrin act, BRCA1 expr act, TCR activator, TRPV1 agonist
O=C(COC(=O)[C@@H]1CC(O)CN1S(=O)(=O)c1ccc([N+](=O)[O-])cc1)NC12CC3CC(CC(C3)C1)C2 (some centres not stated)
  4%, -0.9%, 4%, 1%, 3%, -5%, 3%, -8%, -8%[46.1 µM], 1
O=C(CCCC(=O)N(CC(=O)NC1CCCCC1)Cc1ccc2c(c1)OCO2)Nc1ccccn1
  7%, 0.0%, 2%, -5%, 1%, -2%, 25%, 5%, -2%, 0
O=C(NCC(=O)N(c1cccnc1)C(C(=O)NCc1ccco1)c1ccccc1)c1ccco1 (configuration not stated)
  7%, -0.8%, 0%, -3%, 11%, -3%, 26%, 1%, 7%, -2
CCOc1ccccc1CNC(=O)CCCn1ncn2c(cc3occc32)c1=O
  -2%, 0.0%, 4%, 0%, -3%, -4%, -38%, -1%&0%, 2%, 19
O=C(Nc1cccc(S(=O)(=O)NC2=NCCC2)c1)c1ccc(F)cc1F
  nt, 0.3%, 4%, -12%, ?, -1%, -6%, 0%, -1%, nt
COc1ccc(C(c2nnnn2C2CCCC2)N2CCC(C(N)=O)CC2)c(OC)c1 (configuration not stated)
  -1%, -0.8%, 2%, -7%, -6%, 0%, 19%, -6%, 1%, 2
O=C(NCN1C(=O)C2C3C=CC(C3)C2C1=O)OC1CCCCC1 (configuration not stated)
  -3%, 0.2%, -2%, 0%, 3%, -6%, 5%, 0%, 5%, 8
C=CC(=O)Nc1cccc(CN2C(=O)N(c3cc(OC)cc(OC)c3)Cc3cnc(NCCCCN(CC)CC)nc32)c1
  nt, nt, nt, nt, nt, 1%, 0%, -6%, 6%, nt
CN(C)CCN(Cc1ccco1)C(=O)c1oc2ccccc2c1NC(=O)COc1ccccc1
  41%[activator], -0.4%, -6%, -1%, -1%, -1%, -63%[inhibitor], 2%, 0%, 18
Cc1c(Br)c([N+](=O)[O-])nn1CC(=O)NCc1ccccc1
  -22%, -0.7%, 0%, 12%, 8%, -7%, 45%, 3%, 1%, 2
COc1ccc(N2CCN(C(=O)CCc3ccccc3)CC2)cc1
  -5%, 0.4%, -18%, 10%, -4%, -5%, ?, -9%, -1%, 2
COc1ccc(S(=O)(=O)N2CCCCCC2)cc1C(=O)N(C)CC(=O)Nc1cc(C)ccc1C
  -5%, -0.1%, -6%, 5%, ?, 3%, 14%, -42%, -3%, -5
CCC(=O)N(C)/C=C1\Sc2ccccc2C1=O
  -6%, -0.2%, -8%, 14%, ?, -7%, -5%, -16%, 7%, 0
Cc1ccc(NC(=O)c2cccc(S(=O)(=O)N(C)C3CCCCC3)c2)nc1
  nt, -0.3%, 1%, -4%, ?, 1%, 14%, -20%, 0%, ?
O=C1NCCN1CCNS(=O)(=O)c1ccc2ccccc2c1
  6%, -0.2%, 0%, 0%, 13%, -14%, -20%, 10%, -11%, 0

Compound profiles, as listed above. Screens in order: CXXC DNA block, B2AR arrestin, AT treatment, p53 reactivator, ELG1 DNA repair, TSG101-PTAP inh, a7 integrin act, BRCA1 expr act, TCR activator, TRPV1 agonist
Listed for `COc1ccc(S(=O)(=O)N2CCCCCC2)cc1C(=O)N(C)CC(=O)Nc1cc(C)ccc1C` : -5%, -0.1%, -6%, 5%, ?, 3%, 14%, -42%, -3%, -5
Listed for `COc1ccc(N2CCN(C(=O)CCc3ccccc3)CC2)cc1` : -5%, 0.4%, -18%, 10%, -4%, -5%, ?, -9%, -1%, 2
Listed for `C=CC(=O)Nc1cccc(CN2C(=O)N(c3cc(OC)cc(OC)c3)Cc3cnc(NCCCCN(CC)CC)nc32)c1` : nt, nt, nt, nt, nt, 1%, 0%, -6%, 6%, nt

Following part
Each structure is followed by: CXXC DNA block, B2AR arrestin, AT treatment, p53 reactivator, ELG1 DNA repair, TSG101-PTAP inh, a7 integrin act, BRCA1 expr act, TCR activator, TRPV1 agonist
CC1CCCCN1S(=O)(=O)c1ccc(S(=O)(=O)N2CCN(c3ccccc3)CC2)cc1 (configuration not stated)
  30%[activator], 0.3%, 3%, -4%, 13%, -1%, 14%, 0%, 3%, -1
CCNC(=O)CC1C(=O)N(c2ccc(C)cc2)C(=O)N1Cc1ccccn1 (configuration not stated)
  -1%, -0.4%, 0%, 0%, ?, -8%, 1%, 7%, nt, -3
Cn1c(SCc2ccccc2)nnc1-c1ccco1
  -2%, 0.2%, 5%, 13%, ?, -4%, -3%, ?, 5%, 5
COc1ccc(-c2ccc(=O)n(Cc3cccc(Cl)c3)n2)cc1
  -6%, 0.0%, 14%, 3%, -5%, -6%, 0%, 1%, 13%, ?
CN(C)/C=N/c1[nH]ncc1C#N
  6%, -0.2%, 0%, -1%, 6%, -4%, 13%, 3%, -70%, 4
O=C(O)c1cc(-c2ccco2)[nH]n1
  -11%, -0.4%, -3%, 8%, 0%, -9%, -2%, 0%, -5%[46.1 µM], -4
CCN1C(=O)N(CC)C2C1N(CO)C(=O)N2CO (configuration not stated)
  -2%, 0.1%, 7%, 0%, 13%, -4%, 13%, 5%, 2%, -3
COC(=O)N1C(=O)[C@@](c2ccccc2)(C(C)C)N1C(=O)OC
  -18%, 0.2%, 9%, -9%, -17%, -4%, 7%, 0%, -9%, -1
O=C(NCCCc1ccccc1)c1cncc(Br)c1
  8%, 0.1%, -1%, 2%, ?, -6%, 17%, 59%, -2%, 24
Cc1ccc(OC(C)C(=O)N=Nc2c(O)[nH]c3ccc([N+](=O)[O-])cc23)cc1 (configuration not stated)
  -3%, 0.0%, -5%, 0%, -9%, 0%, -27%, -42%, 1%, 1
COCc1cc(C)nc(N)c1C#N
  -2%, -2.0%, 8%, 4%, 2%, -6%, 16%, 14%, -2%, 7
O=C(NNC1=NCCC1)c1cccc(S(=O)(=O)N2CCCCC2)c1
  -3%, -0.3%, 0%, -5%, 17%, -1%, 1%, 1%, -1%[46.1 µM], 4
O=C(NCc1cccnc1)c1ccc(CS(=O)(=O)c2ccc(Br)cc2)o1
  -6%, 0.0%, 6%, 1%, ?, -7%, -2%, -10%, 1%, 0
Cc1cc(C(=O)N2CCCC(N3CCN(c4cccc(C(F)(F)F)c4)CC3)C2)c(C)o1 (configuration not stated)
  -2%, 0.6%, 7%, 0%, -13%, -5%, 1%, -21%, -6%, 6
O=C(NCc1ccccn1)c1c(O)c2c([nH]c1=O)CCCC2
  -2%, 0.0%, -18%, 1%, ?, -2%, 38%, 28%, -2%, -1
Fc1ccc(C2c3cccn3CCN2C(=S)Nc2cccc(Br)c2)cc1 (configuration not stated)
  10%, 0.3%, -5%, 1%, ?, 0%, -19%, -40%, -1%, 27
COc1ccc(C(=O)OCC(=O)c2ccc[nH]2)c(OC)c1
  nt, 0.0%, 28%, ?, ?, -3%, 12%, 8.9µM*, -1%, nt
CSc1ccc(/C=N/NC(=O)CN2CCN(Cc3ccccc3Cl)CC2)cc1
  2%, 3.1%, -4%, -7%, -20%, -1%, 0%, ?, 0%[46.1 µM], 2
CSc1ccc(C2CC(=O)Nc3nc(SC)[nH]c(=O)c32)cc1 (configuration not stated)
  -1%, 2.5%, 1%, -5%, ?, -5%, 1%, 10%, 1%, 0
CCOc1ccccc1-c1nnc(SCC(=O)NC2CC2)n1CC
  0%, -0.8%, -1%, nt, 6%, 1%, 29%, -23%, 4%, 2
CCOC(=O)Cc1csc(NC(=O)C(CC(C)C)NC(=O)C2CCCCC2)n1 (configuration not stated)
  6%, 0.0%, 1%, 2%, -30%, -12%, 1%, -4%, -2%, 9
COc1cccc(-c2csc(N3CCN(C(=S)Nc4ccc(Cl)cc4)CC3)n2)c1
  37%[activator], -1.3%, -1%, 5%, ?, 9%, -36%, -36%, 5%, 2
Cc1cc(C)n(-c2ccc(NC(=O)C3CCCCN3C(=O)c3occc3C)cc2)n1 (configuration not stated)
  2%, 0.3%, 5%, -2%, -7%, -2%, 8%, 0%, 0%, -1
Cc1cc(C)c(-n2c(SCC(=O)N3CCOCC3)n[nH]c2=O)c(C)c1
  1%, 0.3%, 24%, -7%, -8%, -5%, 6%, 4%, 0%, 15
O=C(NCc1ccc(-c2csnn2)cc1)c1cccs1
  -2%, -0.2%, -4%, -5%, -15%, -4%, 1%, 0%, -5%, 11
C/C(Cn1cnc([N+](=O)[O-])n1)=N\NC(=O)c1ccc(F)cc1
  0%, -0.2%, 0%, ?, ?, -4%, 17%, 1%, -3%[46.1 µM], ?
O=C(CSc1ccc2ccccc2n1)NCc1ccc2c(c1)OCO2
  10%, -0.5%, 6%, 1%, -5%, -1%, 14%, 0%, -1%, 27
